NCI-60 one-dose screen, 48 h, at 10 µM unless noted. Numbers give growth in % (100 = growth as untreated, 0 = no growth, -100 = all killed).
DU-145 – DU-145 prostate cancer; hit rate 4.2% among 81,000
PC-3 – PC-3 prostate cancer cells; AID 1794754; hit rate 3.9% among 80,000
OVCAR-5 – OVCAR-5 ovarian cancer. hit rate 2.9% among 82,000
SK-OV-3 – SK-OV-3 ovarian cancer cells; hit rate 3.2% among 80,000; AID 1794785
SF-295 – SF-295 CNS cancer cells; hit rate 5.6% among 79,000; AID 1794758
OVCAR-4 – OVCAR-4 ovarian cancer cells; hit rate 3.7% among 80,000
U251 – U251 CNS tumor cells; hit rate 5.4% among 80,000; AID 1794753
OVCAR-8 – OVCAR-8 ovarian cancer | hit rate 4.4% among 81,000
OVCAR-3 – OVCAR-3 ovarian cancer | hit rate 7% among 79,000
* = called active by the depositor; / = not tested or not shown; & = joins results of further samples; [ ] = remark or other dose. How the source made its calls: active means growth percent below 10; inactive means the rest. Compounds as they come (roughly 11% active in at least one column).

The first 16 compounds, ahead of the listing:
cpd	canonical_smiles	DU-145	PC-3	OVCAR-5	SK-OV-3	SF-295
1	Cn1cc(-c2nnc(N)nc2-c2c[nH]c3ccc(Br)cc23)c2cc(Br)ccc21	109	102	120	111	100
2	c1ccc(-c2nnnn2-c2ccccn2)cc1	107	103	106	122	101
3	CCOC(=O)C#Cc1c(C(=O)OCC)nnn1[C@@H]1O[C@H](COC(C)=O)[C@@H](OC(C)=O)[C@H]1OC(C)=O	100	102	100	109	103
4	Cc1nc2c(c(N3CCCc4ccccc43)n1)CCC2	-9.0*	13	48	5.3*	9.6*
5	CN1CCN(c2ncnc3sc4c(c23)CCN(Cc2ccccc2)C4)CC1	111	97	103	105	99
6	Cc1ccc(C2(c3ccc(C)cc3)OC(=O)c3cc([N+](=O)[O-])c([N+](=O)[O-])cc32)cc1	122	83	75	99	74
7	CCOc1cc(/C=N\NC(=O)C[N+](C)(C)C)ccc1O	116	100	101	105	111
8	CCN1CCN(Cc2ccc(C(=O)Nc3cccc(Nc4ccc5c(OC)cccc5n4)c3)cc2C(F)(F)F)CC1	-58*	-39*	-92*	-8.3*	-95*
9	COC1C=C(C)Nn2c(nc3c(cnn3-c3ccccc3)c2=O)N1N (stereo not given)	99	85	101	83	102
10	CCCCCc1c(C)[nH]c(/C=C2\N=C(c3ccc[nH]3)C=C2Oc2ccccc2)c1C	-68*[100 µM]	-22*[100 µM]	-100*[100 µM]	-55*[100 µM]	-58*[100 µM]

cpd	OVCAR-4	U251	OVCAR-8	OVCAR-3
1	99	100	104	108
2	108	117	110	108
3	104	100	94	62
4	42	7.6*	11	-41*
5	103	103	104	/
6	80	98	106	105
7	/	105	113	116
8	-53*	-81*	-66*	4.5*
9	82	98	95	103
10	-75*[100 µM]	-100*[100 µM]	-90*[100 µM]	-93*[100 µM]

cpd	canonical_smiles	DU-145	PC-3	OVCAR-5	SK-OV-3	SF-295
11	O=C(CSc1nc2ccccc2c(=O)[nH]1)Nc1cccc(C(=O)O)c1	106	115	113	105	104
12	COc1ccc(N2C(=O)C(Oc3ccccc3)C2c2ccccc2)cc1 (stereo not given)	115	105	98	110	90
13	CC1(C)CC[C@]2(C(=O)O)CC[C@]3(C)C(=CCC4[C@@]5(C)C[C@@H](O)[C@@H]6OC(c7ccccc7[N+](=O)[O-])OC[C@@]6(C)C5CC[C@]43C)C2C1 (stereo not given in full)	42	54	93	88	33
14	COc1ccc(N2C(=O)CC(Nc3cc(C)ccc3C)C2=O)c([N+](=O)[O-])c1 (stereo not given)	101	105	103	98	171
15	COc1ccc(-c2nc(SCC(C)C)nc(NC3CC3)c2C#N)cc1	104&100	98&98	102&108	126&97	69&100
16	c1ccc2cc3c(cc2c1)oc1ccccc13	119	91	120	100	91

cpd	OVCAR-4	U251	OVCAR-8	OVCAR-3
11	89	100	99	116
12	90	104	102	115
13	67	36	56	59
14	188	102	98	120
15	59&103	78&97	74&92	83&112
16	/	117	101	131

The list itself, previewed entries included:
cpd	canonical_smiles	DU-145	PC-3	OVCAR-5	SK-OV-3	SF-295
1	Cn1cc(-c2nnc(N)nc2-c2c[nH]c3ccc(Br)cc23)c2cc(Br)ccc21	109	102	120	111	100
2	c1ccc(-c2nnnn2-c2ccccn2)cc1	107	103	106	122	101
3	CCOC(=O)C#Cc1c(C(=O)OCC)nnn1[C@@H]1O[C@H](COC(C)=O)[C@@H](OC(C)=O)[C@H]1OC(C)=O	100	102	100	109	103
4	Cc1nc2c(c(N3CCCc4ccccc43)n1)CCC2	-9.0*	13	48	5.3*	9.6*
5	CN1CCN(c2ncnc3sc4c(c23)CCN(Cc2ccccc2)C4)CC1	111	97	103	105	99
6	Cc1ccc(C2(c3ccc(C)cc3)OC(=O)c3cc([N+](=O)[O-])c([N+](=O)[O-])cc32)cc1	122	83	75	99	74
7	CCOc1cc(/C=N\NC(=O)C[N+](C)(C)C)ccc1O	116	100	101	105	111
8	CCN1CCN(Cc2ccc(C(=O)Nc3cccc(Nc4ccc5c(OC)cccc5n4)c3)cc2C(F)(F)F)CC1	-58*	-39*	-92*	-8.3*	-95*

cpd	OVCAR-4	U251	OVCAR-8	OVCAR-3
1	99	100	104	108
2	108	117	110	108
3	104	100	94	62
4	42	7.6*	11	-41*
5	103	103	104	/
6	80	98	106	105
7	/	105	113	116
8	-53*	-81*	-66*	4.5*

Continuation.
cpd	canonical_smiles	DU-145	PC-3	OVCAR-5	SK-OV-3	SF-295
9	COC1C=C(C)Nn2c(nc3c(cnn3-c3ccccc3)c2=O)N1N (stereo not given)	99	85	101	83	102
10	CCCCCc1c(C)[nH]c(/C=C2\N=C(c3ccc[nH]3)C=C2Oc2ccccc2)c1C	-68*[100 µM]	-22*[100 µM]	-100*[100 µM]	-55*[100 µM]	-58*[100 µM]
11	O=C(CSc1nc2ccccc2c(=O)[nH]1)Nc1cccc(C(=O)O)c1	106	115	113	105	104
12	COc1ccc(N2C(=O)C(Oc3ccccc3)C2c2ccccc2)cc1 (stereo not given)	115	105	98	110	90
13	CC1(C)CC[C@]2(C(=O)O)CC[C@]3(C)C(=CCC4[C@@]5(C)C[C@@H](O)[C@@H]6OC(c7ccccc7[N+](=O)[O-])OC[C@@]6(C)C5CC[C@]43C)C2C1 (stereo not given in full)	42	54	93	88	33
14	COc1ccc(N2C(=O)CC(Nc3cc(C)ccc3C)C2=O)c([N+](=O)[O-])c1 (stereo not given)	101	105	103	98	171
15	COc1ccc(-c2nc(SCC(C)C)nc(NC3CC3)c2C#N)cc1	104&100	98&98	102&108	126&97	69&100
16	c1ccc2cc3c(cc2c1)oc1ccccc13	119	91	120	100	91

cpd	OVCAR-4	U251	OVCAR-8	OVCAR-3
9	82	98	95	103
10	-75*[100 µM]	-100*[100 µM]	-90*[100 µM]	-93*[100 µM]
11	89	100	99	116
12	90	104	102	115
13	67	36	56	59
14	188	102	98	120
15	59&103	78&97	74&92	83&112
16	/	117	101	131

Further records follow:
cpd	canonical_smiles	DU-145	PC-3	OVCAR-5	SK-OV-3	SF-295
17	O=C1C(Cl)=C(NCCCN(CCCNC2=C(Cl)C(=O)c3ccccc3C2=O)C2=C(Cl)C(=O)c3ccccc3C2=O)C(=O)c2ccccc21	-88*	47	121	94	91
18	COc1ccc2ccc3c(OC)ccc(CC[N+](C)(C)C)c3c2c1OC	115	76	118	102	95
19	Nc1ccccc1Br	110	94	96	90	100
20	CS(=O)c1nccc(-c2c(-c3ccc(F)c(O)c3)nc3sccn23)n1 (stereo not given)	106	103	111	116	96
21	Cc1ccccc1-c1cc(-c2cccs2)c(C#N)c(=O)[nH]1	111	96	104	105	95
22	O=C(COc1ccc(/C=C2\Oc3ccccc3C2=O)cc1)Nc1nccs1	109	79	92	125	116
23	O=C1Nc2ccc([N+](=O)[O-])cc2C1=Nc1ccc(Cl)c(C(F)(F)F)c1	109	99	104	118	99
24	CCCCCCCCCCCCCCCC(=O)OCCCCCCCCCCCCC	112	90	101	109	112

cpd	OVCAR-4	U251	OVCAR-8	OVCAR-3
17	34	37	39	-0.6*
18	/	77	103	100
19	101	100	101	108
20	103	111	110	123
21	108	99	108	110
22	90	91	42	97
23	115	105	109	100
24	114	107	105	104

Next section:
cpd	canonical_smiles	DU-145	PC-3	OVCAR-5	SK-OV-3	SF-295
25	COc1ccc2[nH]c(C(=O)O)cc2c1	101	93	92	92	98
26	CCOC(=O)C1CC=CCC1C(=O)OCC (stereo not given)	113	91	115	101	102
27	N=C1CC(=O)NN1C(=O)CSc1nc2sc3c(c2c(=O)n1-c1ccc(Cl)cc1)CCCC3	111	96	104	98	98
28	CN(C)NC=O	114	91	101	107	96
29	Clc1ccc(-c2nc3ccc(-c4nnc(SCc5ccccc5)o4)cc3[nH]2)cc1	55	25	32	83	-73*
30	NS(=O)(=O)c1ccc(NC(=O)c2ccc(N=Cc3c(O)[nH]c4ccccc34)cc2)cc1	113	104	100	121	104
31	CC(Oc1ccc(C(=O)O)cc1C(F)(F)F)c1ccc(Oc2cccnc2)cn1 (stereo not given)	116	106	102	134	101
32	CS(=O)(=O)c1ccc(C(=O)N=Nc2c(O)[nH]c3ccc(F)cc23)cc1	107	100	106	104	100

cpd	OVCAR-4	U251	OVCAR-8	OVCAR-3
25	112	101	98	109
26	115	96	101	113
27	103	101	100	122
28	108	102	106	107
29	3.6*	-8.6*	8.9*	-1.5*
30	109	104	99	118
31	109	96	101	113
32	114	100	107	113

The listing continues:
cpd	canonical_smiles	DU-145	PC-3	OVCAR-5	SK-OV-3	SF-295
33	CCC(=O)c1ccc2ccccc2c1	121	104	117	118	100
34	COc1cc(C2=NN(C=O)C(c3sc(N4CCOCC4)nc3Cl)C2)cc(OC)c1OC (stereo not given)	108	94	106	92	96
35	CCN(CC)C12CCCCC1(C)C(C#N)(C#N)C(C#N)=C(N)O2 (stereo not given)	107	115	101	110	98
36	NC(=Nc1ccccc1)SCCCCSC(N)=Nc1ccccc1	94	/	83	108	77
37	O=C(Nc1ncccc1OCc1cccc(F)c1)Nc1cccc2ccccc12	91	81	86	99	93
38	N/C(=N\OC(=O)c1ccccc1)C(C(=O)NOC(=O)c1ccccc1)C1CCCCC1 (stereo not given)	58	54	92	108	42
39	CN(C)c1oc(C(=O)NCc2ccccc2)nc1C#N	114	103	106	103	109
40	COc1ccccc1NC(=O)N1CCN(C(=O)Nc2ccccc2OC)CC1	112	/	142	99	105

cpd	OVCAR-4	U251	OVCAR-8	OVCAR-3
33	109	104	105	125
34	102	96	97	105
35	100	103	93	98
36	77	72	84	72
37	89	102	92	96
38	73	-25*	66	67
39	110	99	100	111
40	114	101	75	115

(more compounds)
cpd	canonical_smiles	DU-145	PC-3	OVCAR-5	SK-OV-3	SF-295
41	O=C1CCCN1c1ccccc1	113	97	90	101	98
42	Cc1ccc(NC(=O)c2sc3nc(C)c(C(O)c4ccccc4)cc3c2N)cc1 (stereo not given)	24	20	35	15	4.9*
43	O=S1(=O)c2ccccc2NC(c2ccc(Cl)cc2)C1c1ccccc1 (stereo not given)	123	76	101	121	104
44	CNC(=O)OCc1c(COC(=O)NC)c2n(c1C)CSC2	106	96	116	113	103
45	COc1cc2c(c(OC)c1OC)-c1ccc(N=NC(N)=S)c(=O)cc1[C@@H](NC(C)=O)CC2	-40*	57	48	12	6.8*
46	COc1cc(/C=N\NC(=S)Nc2ccc(S(=O)(=O)N3CCCCC3)cc2)cc(OC)c1OC	99	77	110	111	92
47	COc1ccc(C2Nc3n[nH]c(N)c3-c3nc4ccccc4n32)cc1OC (stereo not given)	120	100	95	95	102
48	COc1cc(C)cc2oc3oc(=N)c(-c4csc(-c5cc6ccccc6oc5=O)n4)cc3c(=O)c12	107	101	100	112	97

cpd	OVCAR-4	U251	OVCAR-8	OVCAR-3
41	99	96	106	99
42	46	14	19	5.7*
43	95	96	/	121
44	106	107	102	118
45	34	9.3*	1.1*	-52*
46	/	86	94	91
47	114	105	95	113
48	107	101	97	106

(listing goes on)
cpd	canonical_smiles	DU-145	PC-3	OVCAR-5	SK-OV-3	SF-295
49	COc1cccc(-c2nc3sccn3c2-c2ccnc(NCCNS(=O)(=O)c3cccc(Cl)c3)c2)c1	44	20	90	66	34
50	O=C(O)CCNC(=O)c1nc(-c2ccccc2)n(-c2ccc([N+](=O)[O-])cc2)n1	104	104	103	106	108
51	COc1ccc(/C=C/C(=O)c2c(C)oc3nc[nH]c(=O)c23)cc1OC	81	87	100	102	105
52	O=C(CN1CCOCC1)Nc1ccc2ncnc(Nc3ccc(Oc4cccc(F)c4)c(Cl)c3)c2c1	48	59	69	14	84
53	CC(C)C1=CCC(NC(=O)Nc2ccc(N=Cc3ccccc3O)cc2)C=C1 (stereo not given)	102	94	109	109	104
54	Cc1nn(-c2ccc([N+](=O)[O-])cc2)c2ncnc(N/N=C/c3ccccc3O)c12	21	27	56	3.1*	13
55	Cc1csc(Nc2nc(-c3cccc(Cl)c3)nc(C(Cl)(Cl)Cl)n2)n1	-30*	40	47	71	34
56	Nn1c(C(Cl)(Cl)Cl)nn2c(=O)c3cnn(-c4ccccc4)c3nc12	110	95	99	85	97

cpd	OVCAR-4	U251	OVCAR-8	OVCAR-3
49	34	59	21	48
50	101	103	112	106
51	87	/	87	98
52	73	86	69	56
53	116	90	88	94
54	16	11	14	27
55	70	20	59	-18*
56	105	96	98	108

(continued)
cpd	canonical_smiles	DU-145	PC-3	OVCAR-5	SK-OV-3	SF-295
57	Nc1nc(N)c(N=O)c(=O)[nH]1	106	90	102	105	106
58	Nc1cc(C(=O)O)c(-c2cc(O)c(N)cc2C(=O)O)cc1O	98	73	86	100	115
59	COc1ccc2nc(NC(=O)c3cc(-c4ccc(F)cc4)n4nc(-c5ccccc5)cc4n3)sc2c1	78	64	86	68	62
60	Cc1nn(-c2ccc(F)cc2)c2ncnc(Oc3ccc(NC(=O)Nc4cc(C(F)(F)F)ccc4F)cc3)c12	102	/	99	76	95
61	COc1ccc(/C=C/C(=O)c2ccc(NC(=O)CSc3nnc(-c4ccc(Cl)cc4)n3-c3ccccc3)cc2)cc1	106	85	123	104	/
62	Cc1cc(C(=O)Nc2ccc3cc(CN4CCOCC4)ccc3n2)c(C)n1-c1ccccc1	70	4.5*	83	81	12
63	COCc1ccc(NC(=O)Cn2ccc3c(NC(C)c4ccc(C(F)(F)F)nc4)cccc3c2=O)cc1 (stereo not given)	101	70	109	100	96
64	CC1(C)N=C(N)N=C(N)N1c1cccc(OCCOc2cccc([N+](=O)[O-])c2)c1	45	18	32	70	68
65	COc1ccc(C(=O)Nc2cccc(-c3cc(=O)c4c(O)c(OC)c(OC)cc4o3)c2)cc1	95	80	100	84	79

cpd	OVCAR-4	U251	OVCAR-8	OVCAR-3
57	89	99	96	111
58	104	109	123	106
59	59	64	53	68
60	105	96	90	92
61	99	88	85	102
62	6.7*	46	4.3*	27
63	84	95	95	107
64	81	/	105	45
65	95	71	64	100

Source: PubChem BioAssay
